# Screens: PubChem BioAssay, Sanford-Burnham Center for Chemical Genomics
# beta cell repl: inducers of beta-cell replication in MIN6 cells; MIN6 cells proliferation, ATPlite luminescence, 48 h; cells starved in 0.2% serum; 100% = growth in 10% serum; proliferation, % at 10 µM; 330,000 compounds, 0.29% hits; AID 2380;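 active = compounds whose signal lies at least 3.5 SD above the mean of all wells on their plate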;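 note: 0% = DMSO-treated cells in low-serum medium and 100% = 10% serum control; some compounds called inactive have numbers as strong as hits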
# mIAP inh: mouse IAP inhibition | AID 2806 | 330,000 compounds, 0.2% hits | purified mouse IAP, CDP-Star luminescence, 30 min | inhibition, % at 10 µM;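 active = inhibition of at least 40% at 10 µM in the primary screen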;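 note: plate controls were DMSO with enzyme for no effect and no enzyme wells for full effect; values of inactives mirror those of a sister screen read the other way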
# hIAP inh: human IAP inhibition; inhibition, % at 10 µM; purified IAP, CDP-Star luminescence, 30 min; AID 2544; 330,000 compounds, 0.12% hits;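 active = inhibition reaching a set limit with compound at 10 µM in the primary screen, cut at about 35% in these data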;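 note: plate controls were DMSO wells with enzyme for no effect and no-enzyme buffer wells for full effect; values of inactives mirror those of a sister screen read the other way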
# Target sequence (P09923 whole entry, looked up): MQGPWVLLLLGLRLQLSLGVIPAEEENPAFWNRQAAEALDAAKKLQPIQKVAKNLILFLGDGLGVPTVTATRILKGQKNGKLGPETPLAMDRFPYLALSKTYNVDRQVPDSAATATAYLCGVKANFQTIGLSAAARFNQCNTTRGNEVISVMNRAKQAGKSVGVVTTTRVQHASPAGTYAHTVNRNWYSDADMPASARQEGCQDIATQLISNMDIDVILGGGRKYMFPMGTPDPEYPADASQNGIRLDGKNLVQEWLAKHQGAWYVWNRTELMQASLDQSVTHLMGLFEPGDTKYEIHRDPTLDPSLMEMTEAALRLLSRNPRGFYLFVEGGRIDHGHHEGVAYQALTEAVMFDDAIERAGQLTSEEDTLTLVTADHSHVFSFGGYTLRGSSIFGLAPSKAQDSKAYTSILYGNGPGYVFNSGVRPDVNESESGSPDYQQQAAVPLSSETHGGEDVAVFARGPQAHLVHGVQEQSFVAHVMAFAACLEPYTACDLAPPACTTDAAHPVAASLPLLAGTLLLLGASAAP
# hIAP act: human IAP activation; P09923; purified human IAP, CDP-Star luminescence, 30 min; stronger effect = higher value; 1 = vehicle-only enzyme, 0 = enzyme-free background; AID 2524; activation factor at 10 µM; 330,000 compounds, 0.16% hits;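 active = activation factor of the enzyme at least 2-fold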; note: the source names both 10 and 20 µM as test concentration; values of inactives mirror those of a sister screen read the other way
# APOBEC3G inh: APOBEC3G (human) deaminase inhibition. Q9HC16. recombinant A3G, ssDNA deamination FAM/TAMRA fluorescence. inhibition, % at 20 µM. 330,000 compounds, 0.28% hits;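 active = inhibition of at least 40% at 20 µM, with no more than 30% in the related APOBEC3A deaminase screen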;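 note: plate controls were DMSO wells with A3G for no effect and wells lacking A3G enzyme for full effect; some compounds called inactive have numbers as strong as hits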
# Target sequence (Q9HC16 whole entry, looked up): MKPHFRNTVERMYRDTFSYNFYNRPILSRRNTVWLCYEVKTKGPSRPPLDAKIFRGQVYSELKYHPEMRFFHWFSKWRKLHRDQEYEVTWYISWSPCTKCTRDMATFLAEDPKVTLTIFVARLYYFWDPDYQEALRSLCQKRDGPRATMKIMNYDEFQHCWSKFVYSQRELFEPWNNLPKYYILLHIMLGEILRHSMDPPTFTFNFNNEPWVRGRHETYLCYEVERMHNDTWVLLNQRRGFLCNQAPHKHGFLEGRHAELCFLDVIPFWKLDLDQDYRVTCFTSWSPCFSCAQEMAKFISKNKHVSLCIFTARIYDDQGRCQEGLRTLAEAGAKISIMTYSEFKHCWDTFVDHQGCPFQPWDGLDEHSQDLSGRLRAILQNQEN
# NR3A LBD binder: modulators (binders) of human NR3A ligand-binding domain. NR3A LBD differential scanning fluorimetry, Tm shift; 0% = protein alone, 100% = glycine-bound protein. Tm shift relative to glycine control, % at 25 µM. 340,000 compounds, 2.5% hits. AID 1259313;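 active = melting temperature shift of at least 10% of the positive control shift, at one fixed dose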
# mIAP act: increases mouse intestinal alkaline phosphatase activity; muIAP, CDP-Star luminescence, 30 min; stronger effect = higher value; 1 = vehicle-only enzyme signal, 0 = enzyme-free wells; activation factor at 10 µM; 330,000 compounds, 0.24% hits;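 active = activation factor of at least 2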; note: the source names both 10 and 20 µM as test concentration; values of inactives mirror those of a sister screen read the other way
#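 also added = chemiluminescent substrate CDP-Star | test system = mouse IAP enzyme | signal = chemiluminescence readout | compound = DMSO-dissolved test compounds | incubation = 30 min at room temperature | benchmarks = DMSO wells, no-enzyme wells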
# A3A deaminase: human APOBEC3A DNA deaminase inhibition; P31941; recombinant A3A, FAM/TAMRA ssDNA deamination fluorescence; inhibition, % at 20 µM; 330,000 compounds, 0.41% hits; AID 493011;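 active = at least 40% inhibition at 20 µM here, with at most 30% in a related deaminase screen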;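 note: plate controls were A3A with DMSO for no effect and wells lacking A3A enzyme for full effect; some results filed as inactive read as strong as hits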
# Target sequence (P31941 whole entry, looked up): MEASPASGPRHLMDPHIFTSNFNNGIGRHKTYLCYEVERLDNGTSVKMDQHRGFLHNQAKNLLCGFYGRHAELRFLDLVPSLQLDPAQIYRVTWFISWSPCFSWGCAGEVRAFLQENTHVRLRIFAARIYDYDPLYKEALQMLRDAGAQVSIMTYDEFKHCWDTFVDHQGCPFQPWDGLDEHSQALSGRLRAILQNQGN
# MPTP block: blocks calcium-induced mitochondrial swelling. isolated mouse mitochondria, Ca2+ swelling absorbance, 30 min. inhibition, % at 10 µM. 360,000 compounds, 1.4% hits. AID 602449;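 active = inhibition of 50% or more, scaled per plate between neutral and stimulator controls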;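 note: 0% = DMSO wells given calcium and 100% = 1 mM EGTA wells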
# Numbers without * were called inactive; nt = not tested or not shown.
SMILES,beta cell repl,mIAP inh,hIAP inh,hIAP act,APOBEC3G inh,NR3A LBD binder,mIAP act,A3A deaminase,MPTP block
CCOC(=O)C1=NN(c2ccc(F)cc2)C2=NC(C)=C(C(=O)OC)C(c3cccs3)N12 (stereo unspecified),-1,4,10,0.9,2,-1,0.96,3,0.4
COc1ccc(CCNC(=O)C2CCCN(S(C)(=O)=O)C2)cc1OC (stereo unspecified),1,8,2,0.98,4,nt,0.92,-3,0.2
COc1ccc(C(CC(=O)NCc2ccccc2)Sc2n[nH]c(-c3ccccc3)n2)cc1 (stereo unspecified),-2,0,-19,1.2,0,-7,1,0,2.3
O=C(NCc1ccccc1)Nc1cccn(Cc2ccc(F)cc2)c1=O,-1,-15,4,0.96,31,-3,1.1,-1,1.0
CNC(=O)C1C2C=CC3(O2)C1C(=O)N(C1CC1)C3C(=O)NCc1ccc(OC)cc1 (stereo unspecified),0,3,-2,1,0,2,0.97,1,-2.1
Cc1c(C(=O)N2CCCCC2)sc(NC(=O)C(C)C)c1C#N,1,-4,-8,1.1,0,-1,1,-2,-1.7
COC(=O)CSC1=C(C#N)C(c2ccccc2OC)C(C(=O)OC)C(=O)N1 (stereo unspecified),1,-4,6,0.94,-6,4,1,-3,1.7
Cn1c(SCC(=O)c2ccccc2)nnc1-c1ccccn1,-2,-15,-2,1,-1,0,1.2,-3,3.4
CC(C)(C)NC(=O)CSc1nc(-c2ccccc2)c(-c2ccccc2)[nH]1,-4,-1,-2,1,0,0,1,6,1.0
CCc1c(C)nc2ncnn2c1N1CCC(C(=O)NCc2cccs2)CC1,-2,-12,-3,1,0,0,1.1,8,1.9
COc1cccc(OCc2nnc(SCC(=O)NCc3ccco3)n2CCc2ccccc2)c1,-4,-1,8,0.92,-1,-2,1,2,7.7
Cc1ccc(C(=O)CSc2nnc(C)s2)cc1,-3,-8,4,0.96,-3,-2,1.1,0,-0.4
COc1ccc(/C=N/n2cnn(Cc3ccccc3Cl)c2=S)cc1,0,-3,3,0.97,1,-6,1,1,-0.9
CC(C)NC(=O)NC(=O)COC(=O)C1(C)CC1(Cl)Cl (stereo unspecified),0,-3,4,0.96,11,-1,1,0,1.5
O=C(O)c1ccc(F)c(S(=O)(=O)Nc2ccccc2)c1,-3,3,-1,1,-5,8,0.97,-1,0.1
COc1cccc(/C=N/n2nnnc2N)c1,-1,-5,1,0.99,-5,-2,1.1,-5,1.1
CCNC(=S)N1CCC(C(=O)c2ccc3c(c2)OCCO3)CC1,-1,7,-5,1.1,-10,2,0.93,-3,-1.6
Cc1cc(C)c(S(=O)(=O)N2CCC(C(=O)NCc3ccco3)CC2)c(C)c1,3,1,7,0.93,-6,-1,0.99,-2,2.1
CCOc1ccc(N2CC(C(=O)Nc3cccc(C)c3C)CC2=O)cc1 (stereo unspecified),-5,-13,3,0.97,-3,2,1.1,0,-2.7
CC(C)=CC(=O)N1CCCC(N2CCN(c3ccccc3C)CC2)C1 (stereo unspecified),-1,0,-21,1.2,-7,-1,1,-4,-0.5
Cc1cc(OC(=O)c2cccc(Cl)c2)c([N+](=O)[O-])c(=O)[nH]1,6,3,18,0.82,-7,-2,0.97,-3,-1.7
Cn1c(=O)c(C(=O)NNC(=O)c2cccc(Cl)c2)c(O)c2ccccc21,-3,9,-31,1.3,-4,-16,0.91,0,1.8
Cc1ccc(/C=N/n2cnc3sc(C)c(C)c3c2=O)o1,1,5,6,0.94,-6,1,0.95,1,-1.5
CC(=O)/C(=N/Nc1ccccc1[N+](=O)[O-])N1CCCc2ccccc21,-3,16,19,0.81,-3,-4,0.84,-1,1.3
CC(C)=NN1C(c2nonc2N)=NOC1(C)C,-4,-9,22,0.78,-7,1,1.1,-2,-0.3

# The closing 2 compounds of the part above come first, to join the parts.
SMILES,beta cell repl,mIAP inh,hIAP inh,hIAP act,APOBEC3G inh,NR3A LBD binder,mIAP act,A3A deaminase,MPTP block
CC(=O)/C(=N/Nc1ccccc1[N+](=O)[O-])N1CCCc2ccccc21,-3,16,19,0.81,-3,-4,0.84,-1,1.3
CC(C)=NN1C(c2nonc2N)=NOC1(C)C,-4,-9,22,0.78,-7,1,1.1,-2,-0.3
O=C(Nc1ccc(C(F)(F)F)cc1)C1CCN(c2cnccn2)CC1,1,-2,8,0.92,-4,-2,1,0,2.8
CC(=O)N1c2ccc(S(=O)(=O)CCC(=O)O)cc2CC1C (stereo unspecified),0,-16,-6,1.1,-3,1,1.2,-3,-1.9
O=C(CC(=O)c1ccccc1O)c1ccc(F)cc1,-3,14,-19,1.2,0,-25,0.86,3,1.6
COc1ccc(S(=O)(=O)N(C)c2ccc(C(=O)Nc3cccnc3)cc2)cc1OC,3,5,-4,1,-10,1,0.95,-1,-0.2
O=C(NNC(=S)Nc1ccccc1Cl)C1CC1,1,6,-17,1.2,-10,-2,0.94,-6,4.2
CCCCOCCCNC(=O)CC(C)c1ccccc1 (stereo unspecified),3,3,-7,1.1,-7,-3,0.97,-4,0.5
C/C(CCc1ccccc1)=N/NC(=O)C(=O)NCc1ccccc1,0,13,6,0.94,-4,1,0.87,-2,-0.3
O=C(Cn1c(=O)oc2ccccc21)Nc1ccccc1C(F)(F)F,-2,-4,-12,1.1,-4,1,1,0,0.7
COc1ccccc1NC(=O)CN(C)S(=O)(=O)c1ccc2c(c1)CCC(=O)N2,1,-7,-6,1.1,-4,0,1.1,1,-0.7
CN(CC(=O)Nc1cccc(F)c1)C(=O)C1=COCCO1,0,-2,-18,1.2,-6,1,1,0,-2.6
COc1cccc(C(=O)NNC(=O)c2ccccc2-n2cccc2)c1,0,-2,-19,1.2,2,-1,1,1,-1.1
CCOc1ccccc1N1CCN(Cc2cn[nH]c2-c2ccc(F)cc2)CC1,-1,-4,-20,1.2,-3,-1,1,-1,0.3
COc1ccccc1N1CCN(/N=C\c2ccc(C)o2)CC1,-4,-1,12,0.88,0,0,1,0,-0.5
N#C/C(=C\c1c(Cl)cccc1Cl)c1nn(-c2ccccc2)c(-n2cccc2)c1C#N,-5,0,-1,1,-7,1,1,0,1.0
Cc1ccc(N(CN2CCCC2=O)C(=O)c2ccc(OC(C)C)cc2)cc1,-1,-7,10,0.9,-8,-1,1.1,-4,1.2
COC(=O)CNC(=O)CN1C(=O)N(c2ccc(Cl)cc2)C(N(O)C(=O)Nc2ccc(Cl)cc2)C1(C)C (stereo unspecified),-1,8,3,0.97,-7,-6,0.92,0,-3.1
Cc1ccc(C(=O)Nc2ccc(N3CCOCC3)nc2)cc1,0,-7,0,1,-4,-3,1.1,0,-0.8
CC1CCCN(CC(=O)NC(=O)NC2CCCCC2)C1 (stereo unspecified),2,-10,-13,1.1,-7,0,1.1,-3,1.1
COCCCNC(=O)C1CCC(CNS(=O)(=O)c2ccc3c(c2)CC(C)N3C(=O)C2CC2)CC1 (stereo unspecified),0,-4,-9,1.1,0,0,1,-1,-0.2
CCNC(=O)COC(=O)CCC(=O)c1ccc(F)cc1,-1,1,-10,1.1,-5,-3,0.99,0,1.6
NC(=O)c1cnn(-c2ccc3ccccc3c2)c1N,-3,-10,-7,1.1,-5,2,1.1,-1,-1.7
CC1=C(C(=O)OCc2ccccc2)C(c2ccc(-c3ccccc3)cc2)NC(=O)N1CCCCCC(=O)O (stereo unspecified),-5,9,4,0.96,-7,-4,0.91,-4,2.6
Cc1ccc(S(=O)(=O)NC2=NCN(C3CCN(Cc4ccccc4)CC3)CN2)cc1,3,0,-7,1.1,2,5,1,0,-3.3
CC(C)(C)S(=O)(=O)/C(C#N)=C/Nc1ccccn1,2,5,6,0.94,-2,-1,0.95,-2,0.4
Cc1nn(Cc2ccc(F)cc2)c(C)c1NC(=O)c1cc(-c2ccc3c(c2)OCO3)on1,-5,12,7,0.93,-6,-9,0.88,-1,nt

# More records
SMILES,beta cell repl,mIAP inh,hIAP inh,hIAP act,APOBEC3G inh,NR3A LBD binder,mIAP act,A3A deaminase,MPTP block
CN(Cc1ccccc1)S(=O)(=O)c1ccc2c(c1)NC(=O)CC(=O)N2,0,6,17,0.83,-7,5,0.94,-2,-0.8
Cc1cc(=O)n2c(-c3ccc(Cl)cc3)csc2n1,0,2,-8,1.1,-7,4,0.98,-3,3.0
COCCCn1c(SCC(=O)OC2CCCCC2)nnc1-c1cccs1,4,3,0,1,-5,-2,0.97,-4,0.0
CCOc1cc(C(=O)N=c2sccn2C)cc(Br)c1OC,1,-8,-14,1.1,-7,4,1.1,2,1.4
CCCCN(CCCC)C(=S)N/N=C/c1c(C)[nH]n(-c2ccccc2)c1=O,-7,13,-30,1.3,7,-33,0.87,-7,20
COC(=O)c1ccc(C)c(NC(=O)C2CC(=O)N(C3CCCC(C)C3C)C2)c1 (stereo unspecified),1,5,10,0.9,-8,0,0.95,-6,-0.3
CCC(O)C1CCN(C(=O)c2ccc(OC3CCN(Cc4ccccn4)CC3)cc2)CC1 (stereo unspecified),0,8,23,0.77,-5,0,0.93,-3,-1.3
CN(Cc1ccccc1F)C(=O)C(Cc1ccccc1)NC(=O)c1ccccc1 (stereo unspecified),3,4,4,0.96,-8,-3,0.96,-3,-1.8
O=C(CN1CCC(Cc2ccccc2)CC1)NC(=O)NCc1ccco1,-1,1,-3,1,-4,-1,0.99,-2,-0.2
CC[C@]1(C(=O)OC)[C@H]2C(=O)N(Cc3ccccc3)C(=O)[C@H]2[C@H]2CN=C(SCc3ccccc3)N21,nt,-5,nt,nt,-1,-1,1.1,1,0.1
CC(=O)O/N=C(/C)c1ncc(C(F)(F)F)cc1N1CCOCC1,-2,-3,0,0.99,-4,-15,1,-1,-3.9
c1ccc(C[n+]2c(-c3ccccc3)csc2Nc2ccccc2)cc1,0,-5,7,0.93,-6,0,1,-4,4.9
Cn1cc(CN2CCC(C(O)c3cccs3)CC2)c(-c2ccccc2F)n1 (stereo unspecified),-3,4,-2,1,1,-1,0.96,5,0.3
Cc1ccc(C)c(NC(=S)NNC(=O)c2ccc(Br)o2)c1,3,11,-80,1.8,1,-1,0.89,4,0.8
FC(F)Sc1ccc(NC(=S)N2CCN(c3ccccn3)CC2)cc1,-1,-4,-2,1,-5,-10,1,-5,31
Cc1ccc(C(=O)NNc2ncnc3ccccc23)cc1,-3,3,-82,1.8,-2,1,0.97,5,1.0
Cc1ccc(NC(=S)N(CCCN2CCN(C)CC2)Cc2cccs2)cc1,-3,2,-2,1,-2,1,0.98,4,2.1
Cc1cccc(C)c1N1C(=O)CC(N(O)c2ccccc2)C1=O (stereo unspecified),-2,11,4,0.96,3,0,0.89,7,-0.2
Fc1ccc(CSc2nnc(CN3CCOCC3)n2-c2ccccc2)c(Cl)c1,-3,3,-15,1.2,-4,3,0.97,-3,-0.1
CCCC1=Nc2cc(C(=O)NCCCOC(C)C)ccc2Sc2ccccc21,-5,-8,-5,1.1,-4,-4,1.1,-4,-0.7
COc1ccc(OC)c(NC(=O)C2CCCN(S(C)(=O)=O)C2)c1 (stereo unspecified),2,-4,-16,1.2,-4,0,1,0,-0.3
O=C(NCCCn1cccn1)C1CCC(=O)N(Cc2ccccc2F)C1 (stereo unspecified),-4,4,-16,1.2,-4,1,0.95,-3,-3.3

# 5 of the entries above in order of their number in A3A deaminase, highest first.
mol | A3A deaminase
CCOc1cc(C(=O)N=c2sccn2C)cc(Br)c1OC | 2
CN(Cc1ccccc1)S(=O)(=O)c1ccc2c(c1)NC(=O)CC(=O)N2 | -2
CN(Cc1ccccc1F)C(=O)C(Cc1ccccc1)NC(=O)c1ccccc1 (stereo unspecified) | -3
COCCCn1c(SCC(=O)OC2CCCCC2)nnc1-c1cccs1 | -4
COC(=O)c1ccc(C)c(NC(=O)C2CC(=O)N(C3CCCC(C)C3C)C2)c1 (stereo unspecified) | -6
